PLK1 PBD block = blocks phosphopeptide binding to human PLK1 polo-box domain | Plk1 PBD binding of FITC phosphopeptide, fluorescence polarization | P53350 | Potency, µM, for the others: max response, negative = inhibition, most hits filed as inhibitors | AID 720504 | 2.8% of 360,000 active; also: potency is read from the fitted curve at half-maximal effect; series mostly up to about 57 µM; % is scaled to controls: 0 for no effect and ±100 for the full control effect; nearly all actives have a fitted effect of over 65% in size
PI5P4K alpha inh = blocks human PI5P4K alpha kinase activity. P48426. PI5P4Kalpha enzyme, ADP-Glo luminescence, 60 min; stronger effect = lower value. max response, %. 1.2% of 330,000 active; active = max response of -50% or lower; inconclusive = between -30% and -50%; inactive = -30% or higher; also: value at the top dose of about 77 µM; % is scaled to controls: 0 for no effect and ±100 for the full control effect
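Enzyme plus substrate dispensed, test compounds pinned in, then ATP (5 microM final) added. After 60 min at RT, ADP-Glo reagent 1 for 45 min and reagent 2 for 30 min preceded luminescence imaging.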
CCT modulator = modulators of cytosolic chaperonin (CCT/TRiC) activity; purified chaperonin ATPase assay, HTRF ADP detection, 30 min; activity change, % (concentration not given with the values), hits read low; 0.3% of 360,000 active; AID 651819; in the data active = activity change below about -30%; also: % is scaled to controls: 0 for no effect and ±100 for the full control effect
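ATPase activity: ADP formed was measured by HTRF Transcreener (665/615 nm ratio) after 30 min at 37 deg C with 10 uM ATP. Compounds screened at one 76 uM concentration against 40 or 20 nM TRiC in Tris pH 7.4/KCl/MgCl2/DTT buffer.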
EPAC1 antagonist = EPAC1 (human) antagonism; EPAC1 GEF assay, Rap1b-BODIPY-GDP exchange fluorescence; Potency, µM (doses to about 115 µM), inactives show top-dose activity change, negative = inhibition, usual class: inhibitors; 0.14% of 360,000 active;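 also: potency is read from the fitted curve at half-maximal effect; plate controls were vehicle for no effect and positive control for full effect; nearly all actives have a fitted effect of over 50% in size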
EPAC1 agonist = agonists of human EPAC1; O95398; EPAC1 agonist qHTS, biochemical assay; response scale: 100% = response to 6.5 mM cAMP; Potency, µM (titrated, usually from 154 µM), for inactives: at the highest dose activation, usual class: activators; 0.073% of 360,000 active; also: potency is read from the fitted curve at half-maximal effect; nearly all actives have a fitted effect of over 60% in size
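Multi-concentration qHTS readout: loss of Rap1B-bound BODIPY-GDP fluorescence driven by 100 nM EPAC1 with excess GDP (50 uM), monitored kinetically at room temperature; agonist response expressed relative to 6.5 mM cAMP.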
EPAC2 antagonist = antagonists of human EPAC2; AID 720708; 0.18% of 360,000 active; EPAC2 GEF exchange of Rap1B-BODIPY-GDP, fluorescence; Q8WZA2; Potency, µM (titrated, usually from 114 µM), without a hit: at the highest dose activity, negative = inhibition, hits mostly inhibitors; also: potency is read from the fitted curve at half-maximal effect; % is scaled to controls: 0 for no effect and ±100 for the full control effect; nearly all actives have a fitted effect of over 45% in size; many of its hits are not listed in these tables
MmCpn inh = M. maripaludis TRiC chaperonin inhibition; purified Mm-Cpn ATPase, ADP Transcreener TR-FRET; Potency, µM (titrated, usually from 76.9 µM), without a hit: top-dose activity, negative = inhibition, actives largely listed as inhibitors; 0.031% of 330,000 active; also: potency is read from the fitted curve at half-maximal effect; % is scaled to controls: 0 for no effect and ±100 for the full control effect; nearly all actives have a fitted effect of over 80% in size
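ATPase read-out: TR-FRET ADP immunoassay (anti-ADP Eu cryptate vs ADP-d2), ex 320 nm, em 590/665 nm; signal drops as ADP forms. Enzyme 25 nM, ATP 10 uM, 30 min at 37°C after 10 min compound preincubation.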
WRN helicase inh = inhibitors of human WRN helicase. Q14191. WRN helicase unwinding, fluorescent forked duplex, kinetic. Potency, µM (titrated, usually from 114 µM), without a hit: at the highest dose activity change, negative = inhibition, actives largely listed as inhibitors. 0.46% of 360,000 active. AID 651768; also: potency is read from the fitted curve at half-maximal effect; % is scaled to controls: 0 for no effect and ±100 for the full control effect; nearly all actives have a fitted effect of over 55% in size
Target sequence (Q14191 whole entry, looked up): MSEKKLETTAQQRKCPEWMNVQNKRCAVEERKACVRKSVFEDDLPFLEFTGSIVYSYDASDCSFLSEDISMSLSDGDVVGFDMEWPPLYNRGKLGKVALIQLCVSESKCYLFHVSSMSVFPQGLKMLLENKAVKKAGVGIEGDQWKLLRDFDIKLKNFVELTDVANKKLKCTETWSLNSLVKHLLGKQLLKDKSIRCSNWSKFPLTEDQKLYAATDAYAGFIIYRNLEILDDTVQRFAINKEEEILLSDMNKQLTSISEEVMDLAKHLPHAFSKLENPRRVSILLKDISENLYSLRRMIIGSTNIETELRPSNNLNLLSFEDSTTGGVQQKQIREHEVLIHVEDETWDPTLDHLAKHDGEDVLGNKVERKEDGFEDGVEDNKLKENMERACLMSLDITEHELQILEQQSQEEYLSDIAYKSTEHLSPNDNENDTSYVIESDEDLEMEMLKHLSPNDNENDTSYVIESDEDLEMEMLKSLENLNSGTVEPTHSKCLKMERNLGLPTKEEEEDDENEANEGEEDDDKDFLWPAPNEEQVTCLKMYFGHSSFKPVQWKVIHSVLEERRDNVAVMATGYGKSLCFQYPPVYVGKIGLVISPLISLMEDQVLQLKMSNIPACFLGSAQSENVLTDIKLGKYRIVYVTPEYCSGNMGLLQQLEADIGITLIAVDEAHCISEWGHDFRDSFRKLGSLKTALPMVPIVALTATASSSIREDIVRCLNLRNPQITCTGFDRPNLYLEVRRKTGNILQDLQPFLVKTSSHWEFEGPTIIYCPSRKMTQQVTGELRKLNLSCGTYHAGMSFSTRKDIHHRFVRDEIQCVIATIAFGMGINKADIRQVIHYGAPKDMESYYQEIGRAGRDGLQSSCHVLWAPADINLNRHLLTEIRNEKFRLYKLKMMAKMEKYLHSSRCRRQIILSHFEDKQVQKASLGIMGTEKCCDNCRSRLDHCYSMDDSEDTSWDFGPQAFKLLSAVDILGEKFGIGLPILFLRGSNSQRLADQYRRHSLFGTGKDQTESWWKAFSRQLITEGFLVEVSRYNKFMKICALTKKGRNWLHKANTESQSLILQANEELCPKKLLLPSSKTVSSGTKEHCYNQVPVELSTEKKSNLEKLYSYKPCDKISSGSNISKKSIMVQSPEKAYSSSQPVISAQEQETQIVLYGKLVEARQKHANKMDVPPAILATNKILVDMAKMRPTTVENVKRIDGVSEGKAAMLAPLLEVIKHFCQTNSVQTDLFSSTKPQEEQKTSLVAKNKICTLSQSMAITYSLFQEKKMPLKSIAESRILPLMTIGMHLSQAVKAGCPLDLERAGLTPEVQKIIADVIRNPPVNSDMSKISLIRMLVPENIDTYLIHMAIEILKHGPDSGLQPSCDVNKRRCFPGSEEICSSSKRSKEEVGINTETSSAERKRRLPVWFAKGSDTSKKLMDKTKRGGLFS
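Enzyme (20 nM final) and test compound sit together 15 min at room temperature before substrate addition. Substrate is a single-forked duplex oligonucleotide (100 nM) labelled with fluorophore and quencher, with 2 mM ATP; helicase unwinding raises red fluorescence, read kinetically.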
Active calls of the source: *; ? = inconclusive; . = not tested or not shown; [ ] = dose if it differs, or a comment. Unless noted, calls follow the shape of the dose curve; as a rule, active = well fitted curve in the direction sought with a large enough effect; inconclusive = small, poorly fitted or top-dose-only effect, or another doubt; inactive = no such curve, though single readings can be large; an effect the other way counts as inactive or inconclusive. A portion of the library; count on the stated rates, not on these rows.

SMILES | PLK1 PBD block | PI5P4K alpha inh | CCT modulator | EPAC1 antagonist | EPAC1 agonist | EPAC2 antagonist | MmCpn inh | WRN helicase inh
COC(=O)c1ccccc1NC(=O)CSc1nnc(-c2ccoc2C)n1C | 0.6% | -4.7 | -0.6 | -0.6% | -0.9% | 4.6% | -1.4% | -6.9%[57.1 µM]
COc1ccccc1N(CC(O)Cn1ccnc1C)S(=O)(=O)c1ccc(C)cc1 (stereo not given) | -13.9% | 4.2 | 2.3 | -27.8% | 4.7% | -4.5% | 2.1% | -0.5%
COc1ccc(S(=O)(=O)N2CCOC23CCN(S(=O)(=O)c2cccs2)CC3)cc1 | -1.1% | 1.6 | 4.8 | -4.1% | 56.2µM* | 4.4% | 0.6% | 1.6%
CC(C)Cc1cc(CNC(=O)C2CCC(=O)N(Cc3cccc(C(F)(F)F)c3)C2)on1 (stereo not given) | 3.1% | 0.3 | -3.6 | 5.4% | -7.2% | -1.9% | -0.2% | -13.2%
O=C(CSc1ccc(Cl)cc1)Nc1ccc(-c2nc3ccccc3[nH]2)cc1 | -5.3% | ? | -0.1 | 6.7% | 8.4% | -3.0% | -3.5% | -27.4%
O=C(N/C(=C/c1ccco1)C(=O)N1CCOCC1)c1cccs1 | -7.8% | -1.2 | -6.9 | 7.0% | -3.3% | 0.8% | -1.5% | 2.8%
Nn1c(SCC(=O)NCC2CCCO2)nnc1-c1ccco1 (stereo not given) | ? | 1.7 | 1.2 | ? | 0.2% | 2.4% | -0.3% | 4.7%
Clc1ccc2nc(C3CCN(Cc4nnnn4C4CCCCC4)CC3)[nH]c2c1 | -8.2% | -2.9 | 1.4 | 0.8% | 2.9% | -7.6% | 2.4% | -7.7%
C=CCC[C@@H](Cc1ccc(F)cc1)C(=O)OC[C@@H](NC(=O)[C@H](CC=C)CC(=O)NCCO)C(C)(C)C | 2.0% | -2.7 | 0.9 | -1.1% | -11.1% | -9.3% | 0.4% | 6.4%
Cc1ccc(OCC(=O)N2CCc3ccccc3C2)cc1 | -11.3% | -1.5 | -2.7 | -4.4% | 8.7% | -6.8% | 0.5% | 2.6%
COc1ccc(N2CCN(C(=O)c3ccc(C)c(NC(=O)c4ccco4)c3)CC2)cc1 | -1.2% | -0.5 | 0.0 | -6.6% | 9.5% | -2.0% | 0.2% | -25.9%
CCOC(=O)c1c(C)[nH]c(C(C)=NNC(=O)Cn2nc(C)cc2C)c1C | -1.9% | -7.7 | -0.6 | 6.0% | -12.4% | 0.5% | 0.7% | 2.8%

Part of the list above in order of molecular weight, smallest number first.
SMILES | PLK1 PBD block | PI5P4K alpha inh | CCT modulator | EPAC1 antagonist | EPAC1 agonist | EPAC2 antagonist | MmCpn inh | WRN helicase inh
COC(=O)c1ccccc1NC(=O)CSc1nnc(-c2ccoc2C)n1C | 0.6% | -4.7 | -0.6 | -0.6% | -0.9% | 4.6% | -1.4% | -6.9%[57.1 µM]
Clc1ccc2nc(C3CCN(Cc4nnnn4C4CCCCC4)CC3)[nH]c2c1 | -8.2% | -2.9 | 1.4 | 0.8% | 2.9% | -7.6% | 2.4% | -7.7%
CC(C)Cc1cc(CNC(=O)C2CCC(=O)N(Cc3cccc(C(F)(F)F)c3)C2)on1 (stereo not given) | 3.1% | 0.3 | -3.6 | 5.4% | -7.2% | -1.9% | -0.2% | -13.2%

(listing goes on)
SMILES | PLK1 PBD block | PI5P4K alpha inh | CCT modulator | EPAC1 antagonist | EPAC1 agonist | EPAC2 antagonist | MmCpn inh | WRN helicase inh
CNCc1ccccc1Sc1ccc(OC)c(OC)c1 | -9.6% | 3.8 | -2.3 | -0.4% | 9.9% | 4.5% | -4.5% | 7.2%
Cc1ccc(S(=O)(=O)CCC(=O)Nc2ccccc2Br)cc1 | -7.3% | 19.2 | -1.2 | -9.4% | 9.0% | -1.2% | 0.1% | -4.9%[57.1 µM]
CCCc1nn2c(=O)cc(CSCC(=O)Nc3cccc(C)c3)nc2s1 | -8.2% | -3.1 | -0.7 | 6.4% | 5.3% | 6.1% | -2.0% | 4.1%
CN(C)CCN1C(=O)c2cccc3cc([N+](=O)[O-])cc(c23)C1=O | -13.0% | 18.4 | 0.9 | -7.4% | -20.2% | -12.1% | . | -20.6%
O=C(Nc1ccc(NS(=O)(=O)c2ccccc2)cc1)c1ccccc1Cl | 0.9% | 0.9 | -3.3 | -26.2% | 10.3% | -6.2% | 1.6% | -9.7%
COc1ccc(NC(=O)CCC(=O)Nc2ccc3nc(N4CCOCC4)cc(C)c3c2)c(OC)c1 | -7.9% | -1.4 | -6.0 | -7.1% | 1.8% | 10.5% | 1.2% | 1.5%
N#Cc1ccc(OCc2ccc(C(=O)O)o2)cc1 | 6.2% | -7.3 | 2.4 | 4.8% | 2.0% | 0.7% | 1.0% | 11.3%
CCCN1C(=O)S/C(=C\c2ccc(N3CCOCC3)o2)C1=O | 105.4%[activator] | -26.3 | -1.0 | 45.7%[activator] | ? | 6.3% | 2.7% | -27.1%
CC(OC(=O)CCCN1C(=O)c2ccccc2C1=O)C(=O)Nc1ncc(Cl)cc1Cl (stereo not given) | 0.4% | . | 0.0 | 9.5% | -4.2% | 16.2% | 0.4% | 7.2%
O=C1CCCN1CCCNc1nc2c(S(=O)(=O)c3ccccc3)nnn2c2ccc(Cl)cc12 | -8.6% | -4.6 | -1.1 | -12.3% | 4.0% | -4.4% | 0.6% | -9.0%
COc1cc(O)c(C(C)=O)cc1OC | -13.6% | 0.5 | 0.2 | 6.3% | 1.6% | -1.1% | -0.3% | -9.0%
COc1ccc(NC(=S)N2CCCC(c3nc4ccc(C)cc4[nH]3)C2)c(OC)c1 (stereo not given) | -6.1% | 3.1 | -0.4 | -13.5% | -2.7% | 6.4% | -5.6% | -2.3%
CC(C)(C)c1ccc(CC(=O)N2CCC2(C)C(=O)NCc2ccc3c(c2)OCO3)cc1 (stereo not given) | -1.2% | 13.4 | -0.2 | -9.1% | -6.5% | -22.5% | . | -4.0%
COc1cccc(CN2C(=O)C(C)Oc3ccccc32)c1 (stereo not given) | -7.8% | 2.4 | 1.2 | -8.2% | 12.2% | -15.6% | -2.2% | -4.4%
COc1ccccc1N(Cc1ccccc1)S(=O)(=O)c1cccc(C(=O)NCC2CCCO2)c1 (stereo not given) | 1.7% | 1.8 | -0.9 | -4.8% | 0.7% | -25.7% | 0.9% | 0.2%
CC(C)c1ccc(NC(=O)CSc2n[nH]c(=O)n2C2CC2)cc1 | -7.5% | 3.2 | -0.6 | ? | -1.5% | -0.6% | -5.7% | 0.5%
COc1ccc(NC(=O)CSc2nnc(Cc3ccc(C)cc3)c(=O)n2N)cc1OC | -0.3% | 16.1 | -0.2 | 8.6% | -12.7% | 27.8% | 1.3% | 5.8%
O=c1cc(CO)occ1OCc1ccccc1 | -14.8% | 1.6 | 0.0 | -4.2% | 5.1% | -0.4% | 0.5% | 1.0%
Cc1cccc(NC(=O)c2ccccc2OCC(=O)c2ccccc2)c1 | 2.4% | . | -0.4 | 3.6% | 13.8% | -3.6% | 0.6% | -8.5%
Fc1ccc(OCCn2cnc(Cl)c2Cl)cc1 | -5.5% | -0.7 | 0.6 | -2.6% | -5.0% | -7.6% | -1.8% | 2.3%
Cc1cccc(NC(=O)Cn2cc([N+](=O)[O-])cn2)n1 | -3.4% | 1.2 | 0.8 | -5.6% | -2.0% | 6.7% | 0.7% | 1.6%
Cc1cc(C)nc(SCC(=O)NC2CCCCC2C)n1 (stereo not given) | -3.4% | -2.2 | -1.7 | 4.6% | 14.9% | -28.5% | -1.2% | -1.5%
O=C(NN=Cc1ccc(O)cc1O)c1ccccc1NS(=O)(=O)c1cccs1 | -1.9% | -24.6 | 0.0 | -10.1% | 9.4% | -13.1% | -1.4% | -16.0%
CC(C)(C)c1ccc(-c2noc(CCC(N)=O)n2)cc1 | -5.1% | 0.1 | -0.4 | ? | 15.0% | 4.6% | 0.4% | -8.3%[57.1 µM]
CCc1ccc(NC(=O)C2CCN(S(=O)(=O)c3ccc4c(c3)NC(=O)CO4)CC2)cc1 | -20.3% | 10.4 | -1.4 | 10.9% | 0.5% | 3.0% | 0.8% | -3.8%[57.1 µM]
Cc1ccccc1NC(=O)c1ccc(C)c(S(=O)(=O)Nc2ccccn2)c1 | -4.6% | . | 0.2 | 0.8% | 7.8% | 0.3% | 0.1% | -2.4%
Clc1ccccc1NN(Cc1ccccn1)c1ccccc1Cl | -3.5% | -5.6 | -0.7 | -3.8% | -6.0% | ? | . | -1.2%
CC1CC(C)CN(c2nc3c(c(=O)n(C)c(=O)n3C)n2CCSc2nc3ccccc3o2)C1 (stereo not given) | -0.5% | 3.4 | -1.5 | -7.3% | 0.1% | 1.2% | . | 7.9%
O=C(N1CCCCC1)N1CCC(c2nc3ccccc3[nH]2)CC1 | -2.0% | -2.9 | 2.2 | -9.6% | -3.9% | -0.3% | 0.2% | -5.4%
Cc1cc(C)c2c(c1)C(=O)/C(=C/c1ccc(C(=O)O)cc1)CC2 | -10.9% | -2.8 | 0.0 | 5.0% | -3.7% | ? | -2.8% | -9.9%
CCOC(=O)C1CCN(S(=O)(=O)Cc2ccccc2)CC1 | -6.9% | . | 0.5 | -16.9% | 11.0% | -6.2% | -1.5% | -11.5%
COc1ccc(Cl)cc1NC(=O)CSc1nnc(-c2ccncc2)n1CC1CCCO1 (stereo not given) | -9.0% | 3.5 | 1.7 | 3.4% | 1.9% | 14.3% | 1.0% | -0.4%
CCC(=NCCc1ccc(OC)c(OC)c1)c1ccccc1O | -15.5% | -0.7 | 0.1 | -6.3% | -3.1% | 11.5% | 1.8% | 1.9%
Cc1cccc(NC(=O)CSc2nnc(CNC(=O)c3ccco3)o2)c1C | -0.8% | -7.7 | 1.8 | 10.0% | 0.7% | 3.4% | 2.8% | 3.0%
O=C(CN(c1cccc([N+](=O)[O-])c1)S(=O)(=O)c1ccccc1)NCc1cccnc1 | -9.0% | 3.9 | -0.9 | -1.9% | 2.1% | -0.3% | -12.2% | 1.7%
COCCCNC(=O)CN(c1ccc(F)cc1)S(=O)(=O)c1ccc2c(c1)OCCO2 | 2.0% | 9.3 | -0.5 | 0.3% | 9.3% | 0.3% | 2.4% | -4.2%
O=C(CSc1nc2ncc(Br)cc2[nH]1)c1cccc([N+](=O)[O-])c1 | -7.0% | 2.0 | -1.4 | -5.9% | -6.2% | 18.8% | -3.7% | -15.6%[57.1 µM]
O=C1c2ccsc2SCCN1Cc1ccccc1Cl | -1.3% | -8.7 | -1.1 | -5.0% | 6.7% | 9.6% | . | -8.1%
CC(C)CCC1(C)NC(=O)N(CC(=O)NCC(=O)Nc2ccc(F)c(F)c2F)C1=O (stereo not given) | 2.4% | 0.9 | -0.3 | 11.6% | 0.7% | 1.9% | 0.3% | 5.4%

Source: PubChem BioAssay
